GIRK2 act: Activators of human GIRK2-containing channels; HEK293 GIRK2/NPY4 cells, thallium flux fluorescence; activation (% efficacy), % for hits at 37.5 µM; 34,000 tested, under 10 active;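 active = primary screen hit, no activity in plain HEK293 cells, and in GIRK2-only cells above 5% efficacy rising with concentration; inactive = the rest, including fluorescent compounds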;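 also: efficacy is normalized control-subtracted fluorescence 15 s after thallium addition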
Calls only; i = inactive.

SMILES	GIRK2 act
CC(O)(CNC(=O)NC1CCCCC1)c1ccc2c(c1)OCO2 (configuration not stated)	i
CN(C)C(CNS(=O)(=O)c1cc(Cl)ccc1Cl)c1cccs1 (configuration not stated)	i
COc1ccc(S(=O)(=O)Nc2nc(C(=O)Nc3cccc(Cl)c3)cs2)cc1	i
CCc1nnc(-c2ccc(NC(=O)CCc3ccc(OC)cc3)cc2)o1	i
O=C(Cc1ccc(NS(=O)(=O)c2ccc3c(c2)OCCO3)cc1)NC1CC1	i
Cc1c(Cc2ccccc2)sc(NC(=O)C2CCCCC2C(=O)O)c1C(N)=O (configuration not stated)	i

High-throughput results as filed in PubChem BioAssay.

These rows are one share of the data, so the mix of outcomes need not match the whole.
